EphA4 KYL inhibition = EphA4 ligand-binding antagonists – biochemical, colorimetric, mouse EphA4, primary screen (AID 689). EphA4-AP binding to KYL peptide, pNPP A405; higher % means a stronger effect. one-dose inhibition, % at 10 µM; IC50 in µM for titrated hits. 62,000 compounds, 0.1% hits; in the data active means a potency from the dose series; inactive means the rest, 99 in 100 with inhibition below about 22%
* marks the source's active call; other numbers are inactive results. Not all compounds are listed (hit frequency here may not be typical).

EphA4 KYL inhibition	mol
4%	O=C(/C=C\c1ccccc1)Nc1ccc2c3c(cccc13)CC2
-7%	CCN(CCO)c1cc(Cl)nc(SC)n1
-4%	CCCCNC(=O)OCCNC(=O)Oc1cccc(C)c1
-6%	COC(=O)c1cc(C(=O)Nc2ccc(C(C)=O)cc2)cc([N+](=O)[O-])c1
-17%	COc1ccc(/C(N)=N/OC(=O)c2cccc(I)c2)cc1OC
-1%	CCc1nnc(NC(=O)c2ccc(S(=O)(=O)N(CCOC)CCOC)cc2)s1
-8%	Cc1ccc2[nH]cc(C(=O)CN3CCN(C)CC3)c2c1
2%	O=C(CCn1nc(-c2ccc(Cl)cc2)ccc1=O)N1CCOCC1
-12%	COc1cc(Nc2ccccc2Cl)c([N+](=O)[O-])nc1[N+](=O)[O-]
-4%	CC(C)(C)n1ncc2c(=O)n(CC(=O)c3ccc(Cl)cc3)cnc21
3%	O=C(CSc1ncc(-c2ccccc2)[nH]1)Nc1cccc(O)c1
-5%	Cc1cc(C(=O)N/N=C/c2ccccc2Br)no1
6%	CC(C)c1ccc(C(=O)CSc2n[nH]c(-c3ccncc3)n2)cc1
9%	COC(=O)c1ccc(COc2ccc3c4c(c(=O)oc3c2)CCC4)cc1
-9%	CCOC(=O)c1nnc(-c2cccs2)nc1NC(C)C

Continued.
EphA4 KYL inhibition	mol
-16%	N#C/C=C1/NC(=O)c2ccccc2S1
-11%	COCCNC(=O)c1cc(-c2ccc(OC)c(OC)c2)on1
-3%	O=C(Nc1ccc(N2CCN(C(=O)c3ccco3)CC2)cc1)c1cccs1
-8%	CCCOc1ccc(/C(O)=C2/C(=O)C(=O)N(c3cc(C)on3)C2c2ccc(C(=O)OC)cc2)cc1 (stereo unspecified)
-4%	CCCCN(CC)S(=O)(=O)N1CCC(C(=O)NCCCN2CCOCC2)CC1
-13%	O=c1c2c(nc3cc(-c4cccc(Cl)c4)[nH]n13)CCC2
-8%	Cc1cc(C)c2c(c1)cc(C)c1nnc(SCC(=O)Nc3cc(C)on3)n12
-12%	CC(=O)N1CCN(c2nc(CC(C)C)c3c(c2C#N)CCC3)CC1
-5%	COCC(=O)NCCc1ccc(S(N)(=O)=O)cc1
0%	O=C(NCc1ccco1)c1nnc(Cc2ccc(Cl)cc2)o1
0%	CCOc1cc(OCC)cc(C(=O)Nc2ccc(C)cc2)c1
4%	O=C(Cc1c(F)cccc1Cl)c1ccc(O)cc1O
19%	OCCN(CC#CCC(O)(c1ccccc1)c1ccccc1)Cc1ccccc1
-1%	Cc1ccc(C(=O)N2CCSCC2)cc1
-22%	CCOC(=O)Cn1c(=O)oc2cc(S(=O)(=O)N3CCCC(C(=O)OCC)C3)ccc21 (stereo unspecified)

(more compounds)
EphA4 KYL inhibition	mol
-13%	Cc1ccc(-c2ccc(CCC(=O)O)n2-c2ccc(O)cc2)cc1
-19%	CCC1(CC)C(=O)N(C)C(=O)NC1=Nc1ccccc1
46%	CC(C)Cc1nc2n[nH]c(N)c2c2c1CCCC2
6%	Cc1ccc(CNC(=O)CCCn2c(=O)[nH]c3ccccc3c2=O)cc1
-9%	CCOc1ccccc1NC(=O)CSc1nnc(-c2cnccn2)n1C
8%	COc1ccc(-c2cc(C(=O)N3CCN(C(c4ccccc4)c4ccccc4)CC3)no2)cc1
-3%	O=C(Nc1c(-c2ccccc2)nc2ccc(Cl)cn12)c1ccc(Br)cc1
-28%	CCOc1ccc2c(c1)N(C(=O)CN1C(=O)CCC1=O)C(C)(C)C=C2C
-11%	CC(=O)Nc1ccc(C(=O)Cn2nnc3ccccc3c2=O)cc1
1%	C/C(=N\N=C(c1ccccc1)c1ccccc1)c1cccs1
-11%	Cc1cc(SCC(=O)c2ccccc2)nc(C)n1
12%	O=C1c2cc(S(=O)(=O)n3cnc4ccccc43)ccc2-c2ccc(S(=O)(=O)n3cnc4ccccc43)cc21
25%	N#Cc1ccccc1CN1C(=O)S/C(=C/c2cccn2-c2cccc(C(=O)O)c2)C1=O
-10%	Cc1ccc2oc(-c3cccc(N)c3C)nc2c1
30%	O=C(Cc1ccc(S(=O)(=O)N2CCOCC2)s1)Nc1nc2c(s1)CCCC2

(list continues)
EphA4 KYL inhibition	mol
-7%	COC(=O)C1=C(C)N=c2s/c(=C/c3ccc(OC(C)=O)cc3)c(=O)n2C1c1ccc(OC(C)=O)cc1 (stereo unspecified)
-16%	CC(=O)/C(=N/Nc1ccccc1C)N1CCOCC1
7%	Fc1ccccc1CNc1cc(Cl)cc(Cl)c1
-5%	O=C(Cn1nnc(-c2ccccc2Cl)n1)N/N=C/c1ccc2c(c1)OCO2
10%	CC(C)Cn1c(SCC(=O)N2CCN(S(=O)(=O)c3ccccc3)CC2)nc2ccccc21
3%	Cc1cc(C=C2C(=O)N(C)C(=O)N(C)C2=O)c(C)n1C
7%	O=C(OCC(=O)N1CCN(C(=O)c2ccco2)CC1)c1cc(-c2ccccc2)nc2ccccc12
1%	COc1ccccc1S(=O)(=O)Cc1ccc(C(=O)NCc2ccc3c(c2)OCO3)o1
-8%	Cc1ccc2nc3c(cc(C#N)c(=O)n3CC3CCCO3)c(=O)n2c1 (stereo unspecified)
-17%	c1ccc(-c2nc3ccccn3c2NCc2ccc3c(c2)OCO3)cc1
-3%	COc1cc(C(=O)NC(=S)Nc2ccc(Cl)c(C(=O)O)c2)cc(OC)c1OC
-9%	CS(=O)(=O)N(CC(=O)Nc1ccccc1Sc1ccccc1)c1ccc(F)cc1
-7%	CCCCOC(=O)Nc1nc2ccccc2s1
-1%	Cc1nn(CC(=O)NCCN2CCOCC2)c(C)c1[N+](=O)[O-]
-1%	Cn1c(=O)oc2cc(S(=O)(=O)Nc3ccc4c(c3)OCO4)ccc21

An excerpt from above in order of their number in EphA4 KYL inhibition, falling:
EphA4 KYL inhibition	mol
10%	CC(C)Cn1c(SCC(=O)N2CCN(S(=O)(=O)c3ccccc3)CC2)nc2ccccc21
7%	Fc1ccccc1CNc1cc(Cl)cc(Cl)c1
3%	Cc1cc(C=C2C(=O)N(C)C(=O)N(C)C2=O)c(C)n1C
-1%	Cc1nn(CC(=O)NCCN2CCOCC2)c(C)c1[N+](=O)[O-]
-7%	CCCCOC(=O)Nc1nc2ccccc2s1
-16%	CC(=O)/C(=N/Nc1ccccc1C)N1CCOCC1

The list continues:
EphA4 KYL inhibition	mol
-2%	Cc1cc(C)c(OCC(=O)Nc2c(C)cccc2C)c(C)c1
0%	O=C1CC2CS(=O)(=O)CC2N1C1CCCCC1 (stereo unspecified)
-1%	COc1cccc(-n2ccnc2SCC(=O)NCc2ccccc2)c1
13%	CCOc1ccc(N/C=C/C(=O)c2ccc(C)cc2)c([N+](=O)[O-])c1
-8%	CC(C)(O)C(=O)NN(C(=O)c1ccccc1)c1cccc(Br)c1
1%	Cn1c(SCC(=O)O)nc2ccccc2c1=O
-15%	COc1ccc(CN2CC(C(=O)NCc3cccc(OC)c3)CC2=O)cc1 (stereo unspecified)
2%	Cc1ccc2nsnc2c1NC(=O)c1ccc(-c2cc(Cl)ccc2Cl)o1
12%	COc1cc(NC(=O)C2CCCC2)c(OC)cc1Cl
-10%	Cc1cc(NC(=O)CSc2nc3ccccc3c(=O)n2CCCC(=O)NCc2ccco2)n[nH]1
-6%	COc1ccc(C(=O)C(CN2CCOCC2)c2ccccc2)cc1F (stereo unspecified)
-8%	O=C(C1=C(O)C(=O)N(CC2CCCO2)C1c1cccnc1)c1ccco1 (stereo unspecified)
2%	Cc1cc(C)c(C#N)c(SCC(=O)NC(C)(C)C)n1
-2%	CC1CCCC(C)N1Cc1cn2ccccc2n1 (stereo unspecified)
-2%	Cc1ccc(Oc2ccc3c(c2)C(=O)N(c2ccc(S(=O)(=O)Nc4nccs4)cc2)C3=O)cc1

Continued:
EphA4 KYL inhibition	mol
0%	O=S(=O)(c1ccccc1C(O)(c1ccccc1)c1ccccc1)c1ccccc1C(O)(c1ccccc1)c1ccccc1
-3%	CCOC(=O)c1sc2nc(C(C)C)c3c(c2c1N)CC(C)(C)OC3
-6%	CC(=O)NC1CSCC1OC(C)=O (stereo unspecified)
0%	COc1ccc(CNC(=O)CN(c2cc(C)cc(C)c2)S(=O)(=O)c2c(C)noc2C)cc1
-13%	COc1ccc(C(=O)NC(Nc2ccccc2)C(Cl)(Cl)Cl)cc1 (stereo unspecified)
-3%	CCOc1cc(N2CCOCC2)c(OCC)cc1NC(=O)Cc1ccc(OC)c(OC)c1
7%	Cc1nc(SCC(=O)N2CC(=O)Nc3ccccc32)c2c(C)c(C)sc2n1
-6%	CC(C(=O)NC1CCCC1)N(Cc1ccco1)C(=O)c1snc(C(=O)NC2CCCC2)c1N (stereo unspecified)
-15%	O=C(CN1CCSCC1)c1c[nH]c2ccccc12
-7%	CC1CCC(C(=O)NC(C(=O)NCc2cccnc2)C(C)C)CC1 (stereo unspecified)
-12%	O=C(CCS(=O)(=O)c1cccs1)NC1CCCCCC1
0%	ONC(=Nc1ccccc1)c1ccccc1Cl
-14%	Clc1ccc(-c2nnc(NC3=NCCCCC3)o2)cc1
-1%	CC(C(=O)NCc1ccc2c(c1)OCO2)N(c1ccccc1)S(C)(=O)=O (stereo unspecified)
0%	CCCNC(=S)NC1CC2CCC(C1)N2Cc1ccccc1 (stereo unspecified)

(list continues)
EphA4 KYL inhibition	mol
-4%	O=C1/C(=C/c2cccnc2)Sc2ccccc21
-3%	CC1CCCC(C)N1CCNC(=O)Nc1ccc(Cl)cc1 (stereo unspecified)
0%	CC1CCN(C(=O)c2ccc(Cl)cc2Cl)CC1
-5%	CCOC(=O)C1C(=O)NC(c2ccccc2)=NC1c1ccccc1 (stereo unspecified)
-2%	COC(=O)c1cccc(C(=O)Nc2ccc(C)cc2Br)n1
-7%	Cc1ccc2c([N+](=O)[O-])c(C)ccc2n1
-11%	CC(C)C(=O)Nc1ccc(C(=O)N2CCCCCC2)cc1
-10%	O=C(N/N=C/c1c(Nc2cccc(C(F)(F)F)c2)nc2ccccn2c1=O)c1ccccc1
-9%	O=C(Nc1cccc(F)c1)/C(=C\c1ccco1)NC(=O)c1cccs1
4%	O=c1cc(C(F)F)oc2c1ccc1ccccc12
-5%	CC(=O)N1CCc2cc(Br)cc(S(=O)(=O)NCC3CCCO3)c21 (stereo unspecified)
1%	COc1cc(NC(=O)Cn2nnc(-c3ccncc3)n2)cc(OC)c1
-10%	CNC(=O)N(c1ccccc1)c1ccccc1
-4%	CC1(C)CC(=O)C(C=NCCc2ccc(O)cc2)=C(O)C1
5%	COc1cc(CCN2C(=O)c3cccc4cccc(c34)C2=O)c(S(=O)(=O)NCCCO)cc1OC

The final 4 records of the section above lead into the next:
EphA4 KYL inhibition	mol
1%	COc1cc(NC(=O)Cn2nnc(-c3ccncc3)n2)cc(OC)c1
-10%	CNC(=O)N(c1ccccc1)c1ccccc1
-4%	CC1(C)CC(=O)C(C=NCCc2ccc(O)cc2)=C(O)C1
5%	COc1cc(CCN2C(=O)c3cccc4cccc(c34)C2=O)c(S(=O)(=O)NCCCO)cc1OC
21%	COc1cccc(C2C(C(=O)Nc3ccccc3)=C(C)N=c3s/c(=C\c4ccc(N5CCOCC5)o4)c(=O)n32)c1 (stereo unspecified)
2%	Cn1c(=O)[nH]c(=O)c2c1nc(N(CCO)Cc1ccccc1)n2CCCc1ccccc1
-6%	Cn1c(SCC(=O)C(C)(C)C)nnc1-c1cccnc1
-4%	O=C(N/N=C/c1c[nH]c2ccccc12)c1ccn(Cc2ccc(Cl)cc2)n1
2%	CCCCCC1CC(=O)N(Cc2ccc(Cl)cc2)C(=O)N1 (stereo unspecified)
-8%	Cc1nc2ccccc2n1S(=O)(=O)N(C)C
-5%	CN(C(=O)COC(=O)CNS(=O)(=O)/C=C/c1ccccc1)C1CCS(=O)(=O)C1 (stereo unspecified)
3%	Cc1cc2c(cc1C)N(C(=O)CSc1ncn[nH]1)C(C)(C)c1ssc(=S)c1-2
-9%	CN1Cc2cc(C(=O)c3cc(Cl)cc(CSc4ncccn4)c3O)cnc2NC1=O
-8%	CCOC(=O)c1c(C)nc2c(c1-c1ccc(OC)c(OC)c1)C(=O)c1ccccc1-2
-14%	CN1CCN(/C=N/C2=C(C#N)C(c3ccccc3)C3=C(CC(C)(C)CC3=O)O2)CC1 (stereo unspecified)
4%	Cc1ccc2c(C)c(C(=O)Nc3nnc(C)s3)oc2c1
-28%	CCOC(=O)c1ccc(N/C=C/C(=O)c2ccco2)cc1
-2%	O=S(=O)(NC1CCCCCC1)c1cc(Cl)ccc1Cl
-14%	COC(=O)CSc1nc2cc(C)ccc2cc1C#N

A draw from above in order of number of heavy atoms, low to high:
EphA4 KYL inhibition	mol
4%	O=c1cc(C(F)F)oc2c1ccc1ccccc12
4%	O=C(Cc1c(F)cccc1Cl)c1ccc(O)cc1O
0%	CCCNC(=S)NC1CC2CCC(C1)N2Cc1ccccc1 (stereo unspecified)

The results go on.
EphA4 KYL inhibition	mol
-6%	C=CCN1C(=O)C(CC(=O)Nc2ccccc2)SC1=Nc1ccc(S(N)(=O)=O)cc1 (stereo unspecified)
-1%	O=C(CCCNS(=O)(=O)c1cccc2nsnc12)NCCc1ccccc1
-9%	CC(C)C(NC(=O)/C=C/c1ccc(F)cc1)C(C)C
-19%	CC(=O)Nc1ccc(S(=O)(=O)NCCc2ccc(F)cc2)cc1
-12%	O=C(OCN1C(=O)c2ccccc2C1=O)/C(=C\c1ccco1)NC(=O)c1ccccc1
-12%	O=C(Cc1ccc2c(c1)CCCC2)Nc1ccccc1Br
-16%	CCCCc1nc2ccccc2c(NC(=O)CN(CC)CC)c1CCC
-12%	Cc1ccc(NC(=O)Nc2ncccc2C)cc1
-9%	O=C(CN1C(=O)NC2(CCCCCCC2)C1=O)N1CCc2ccccc2C1
-18%	COC(=O)c1ccc(-n2c(C)cc(C=C3C(=O)N(C)C(=O)N(C)C3=O)c2C)cc1
-14%	CCC1=NC(c2ccccc2OC)N(O)C1(C)C (stereo unspecified)
3%	COc1cccc(CC2CC(=O)N(CCc3ccc4c(c3)OCO4)C2=O)c1 (stereo unspecified)
-1%	Cc1cc(/C=N/O)c(C)n1-c1ccccc1
-12%	O=C(Nc1ccc(C(F)(F)F)cc1)C1CCCN1S(=O)(=O)c1cccc2cccnc12 (stereo unspecified)
12%	Cc1ccc(C(=O)Nc2ccccc2SCC2CSc3nc4ccccc4c(=O)n32)cc1 (stereo unspecified)
